SRC2 inh – inhibits human steroid receptor coactivator 2; Q15596; HEK293 GAL4-SRC2 luciferase reporter, luminescence; actives 0.17% (n = 370,000); inhibition, % at 9 µM;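 active = inhibition above the mean inhibition of all tested compounds plus 3 SD, set per campaign, cut at about 52% in these data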;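 note: 0% = DMSO treated cells and 100% = cells given Gossypol at 36 µM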
ABHD5-PLIN5 inh – blocks binding of human ABHD5 to perilipin-5 | Q00G26+Q8WTS1 | Split G. princeps luciferase complementation, luminescence, 4 h | inhibition, % at 4 µM | actives 0.78% (n = 360,000) | AID 602281;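 active = inhibition above the mean inhibition across every tested compound plus 3 SD, cut at about 22% in these data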;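 note: 0% = DMSO only wells and the 100% control is not disclosed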
Cardio protect – protects H9c2 cardiomyocytes from peroxide injury; H2O2 injury protection, ATPLite, 2 h; protection from H2O2 cell death, % at 20 µM; AID 588492; actives 0.63% (n = 360,000);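 active = compounds giving at least 50% protection of heart cells from peroxide-induced death in the single-dose screen, raw or plate-pattern-corrected value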;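 note: 0% = DMSO wells with peroxide and 100% = DMSO wells without peroxide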
NOD2 RIPK2 PPI – inhibitors of human NOD2-RIPK2 interaction. O43353. CHO BLA complementation NOD2-RIPK2, CCF4 ratio. inhibition, % at 4.98 µM. actives 0.38% (n = 360,000). AID 624267; in the data active = inhibition above about 21%;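 note: 0% = vehicle only and 100% = reference blocker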
ABCB6 inh MLPCN – inhibitors of human ABC transporter ABCB6; Q9NP58; K562-ABCB6 porphyrin accumulation, flow cytometry, 1 h; hits give low values; fluorescence ratio to DMSO, % at 10 µM; actives 0.19% (n = 360,000);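 active = fluorescence ratio to DMSO below 75%, the collection mean minus 3 SD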;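 note: signal is porphyrin accumulated inside mitochondria; 100% equals median channel fluorescence of DMSO control wells; lower ratio means ABCB6 inhibition with less porphyrin fluorescence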
Target sequence (Q9NP58 whole entry, looked up): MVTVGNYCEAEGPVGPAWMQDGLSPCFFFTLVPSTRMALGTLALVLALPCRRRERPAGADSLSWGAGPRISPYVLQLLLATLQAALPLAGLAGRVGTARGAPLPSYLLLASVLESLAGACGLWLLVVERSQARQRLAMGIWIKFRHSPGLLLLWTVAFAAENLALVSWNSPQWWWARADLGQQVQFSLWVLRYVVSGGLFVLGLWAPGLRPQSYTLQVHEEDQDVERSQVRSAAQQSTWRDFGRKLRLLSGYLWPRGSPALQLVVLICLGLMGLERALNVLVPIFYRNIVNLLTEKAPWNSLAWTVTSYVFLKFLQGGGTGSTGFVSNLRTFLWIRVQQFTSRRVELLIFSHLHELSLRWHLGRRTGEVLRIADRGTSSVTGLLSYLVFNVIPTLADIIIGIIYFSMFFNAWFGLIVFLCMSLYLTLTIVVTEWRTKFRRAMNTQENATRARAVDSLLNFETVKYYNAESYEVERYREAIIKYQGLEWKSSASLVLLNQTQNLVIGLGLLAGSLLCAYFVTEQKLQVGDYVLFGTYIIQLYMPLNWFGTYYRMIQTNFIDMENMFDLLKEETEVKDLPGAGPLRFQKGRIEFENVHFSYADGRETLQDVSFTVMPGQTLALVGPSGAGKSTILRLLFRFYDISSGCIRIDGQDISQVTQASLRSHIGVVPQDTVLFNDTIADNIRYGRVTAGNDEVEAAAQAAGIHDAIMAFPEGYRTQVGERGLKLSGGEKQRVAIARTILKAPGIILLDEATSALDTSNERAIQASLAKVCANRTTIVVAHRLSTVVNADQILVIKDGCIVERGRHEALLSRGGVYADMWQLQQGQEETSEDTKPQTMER
MC4R barr agon – human MC4R agonism via beta-arrestin; U2OS MC4R beta-arrestin complementation, luminescence; percent of melanotan II response, DMSO zero; activation, % at 8.9 µM; actives 0.98% (n = 360,000); AID 540308;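 active = activation above a per-plate cutoff, the mean activation of sample wells on that plate plus 3 SD, cut at about 8% in these data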
TLR9-MyD88 block – TLR9-MyD88 interaction inhibition | Q9NR96+Q99836 | CHO BLA complementation TLR9-MyD88, CCF4 FRET ratio | inhibition, % at 4.98 µM | actives 0.21% (n = 340,000) | AID 504734;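 active = inhibition above the mean over all tested compounds plus 3 SD, cut at about 21% in these data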;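 note: 0% = DMSO only wells and 100% = clavulanate BLA inhibitor control wells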
MC4R antagonist – blocks human MC4R cAMP signaling. actives 0.48% (n = 360,000). inhibition, % at 6.5 µM. P32245. MC4R-expressing cells, MTII-stimulated cAMP, LANCE TR-FRET;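 active = inhibition above its plate's cutoff, the mean of tested wells on that plate plus 3 SD, cut at about 29% in these data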;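 note: 0% = Melanotan II alone and 100% = Melanotan II plus saturating MCL0020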
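Material – human MC4R-expressing U2OS cells · Repeats – no replicates · Detection – TR-FRET with Eu-cAMP and labeled anti-cAMP, 671 nm · Times – compound 30 min, challenge 1 h, detection 1 h · Compound – single nominal compound dose of 6.5 µM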
m5-HT2A agonist – agonists of mouse serotonin 5-HT2A receptor (HTR2A). P35363. CHO-K1 mHTR2A beta-arrestin complementation, luminescence; percent of 30 µM serotonin response. activation, % at 7.6 µM. actives 0.66% (n = 360,000). AID 624169;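 active = activation above a run cutoff, the mean activation of all tested compounds plus 3 SD, cut at about 14% in these data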;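 note: 0% = plate median of compound wells and 100% = 30 µM serotonin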
Glyco luc inh – blocks N-linked glycosylation in D54 reporter cells; D54 ERlucT glycosylation luciferase reporter, 24 h; percent of 100 nM tunicamycin response; reporter increase, % at 12.5 µM; actives 0.23% (n = 360,000); AID 588692;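 active = mean luciferase reporter signal, scaled so untreated is 0 and the glycosylation-blocking control 100, at or above a set limit in every replicate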;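 note: luciferase carries N-glycosylation sites so blocking glycosylation raises the light; 0% = median of neutral control wells and 100% = median of 100 nM tunicamycin wells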
The depositor's hits bear a star; / = not tested or not shown. These rows are one share of the data, so the mix of outcomes need not match the whole.

SMILES	SRC2 inh	ABHD5-PLIN5 inh	Cardio protect	NOD2 RIPK2 PPI	ABCB6 inh MLPCN	MC4R barr agon	TLR9-MyD88 block	MC4R antagonist	m5-HT2A agonist	Glyco luc inh
Cc1ccc(S(=O)(=O)C2(C(=O)Nc3nccs3)CC2)cc1	-6	-4	-5	-6	98	0.1	2	3	7	0
Cc1cc(C)n(CCC(=O)Nc2ccc(-c3ccno3)cc2)n1	-36	2	1	-2	100	-0.3	3	0	-3	0
CCCNC(=O)c1cc2c(C(F)(F)F)nn(C)c2s1	-24	0	6	-8	207	-0.1	-4	1	-2	1
N#C/C(=C/c1ccc(CNC(=O)C(=O)Nc2cc(Cl)cc(Cl)c2)o1)C(=O)NCc1cccnc1	-33	0	-3	-3	94	-0.8	4	7	1	2
c1ccc2c(-c3cnc4cccnn34)cncc2c1	10	-5	2	3	103	-0.9	/	-8	-2	-4
CN(C)c1ccc(NC(=O)c2sc(SCC(=O)Nc3ccc(Br)cc3)nc2N)cc1	-32	-5	4	0	94	-1.1	9	-4	-4	0
CC1(C(=O)NS(=O)(=O)c2ccc(C#N)cc2)CCN1C(=O)c1cccc(F)c1 (configuration not stated)	-32	2	2	-11	98	-2.0	/	8	3	0
CN(CC(=O)Nc1cccc(F)c1)C(=O)C1CC(=O)N(CCc2ccccc2)C1 (configuration not stated)	-8	-7	2	2	98	-3.6	-1	-4	2	2
Cc1cccc(-c2noc(C3CCCCC3)n2)c1	-52	3	-3	-3	96	-2.7	2	0	0	-2
Cc1ccc(NCCC(=O)c2ccc(Cl)c(Cl)c2)cc1	2	0	-13	0	105	0.6	0	-2	0	-1
O=C(NCc1ccncc1)/C(=C\c1ccc(F)cc1)NC(=O)c1ccccc1	21	-3	5	-8	107	0.7	-5	3	0	1
CCOC(=O)/C=C/C(=O)OCC(=O)NC(c1ccccc1)c1ccccc1	-17	3	-16	5	106	-2.7	-3	17	1	-2
CC1CN(C(=O)c2cn3ccccc3n2)CC(C)O1 (configuration not stated)	-17	1	-14	-1	99	1.9	5	0	5	1
O=C(Nc1scc(-c2ccccc2)c1C(=O)O)c1ccc(F)cc1	-39	-11	-6	-9	104	-1.4	5	10	-2	-1
c1ccc(-c2nc(N3CCCCC3)nc3ccccc23)cc1	13	-11	-16	2	93	-1.2	5	-3	-7	0
O=C(COC(=O)COc1ccccc1F)NCc1ccco1	3	1	0	-12	100	-1.6	5	-2	4	0
COc1ccc(/C=C(/NC(=O)c2ccccc2)C(=O)N/N=C/c2cccs2)cc1OC	0	3	7	-1	96	-0.3	10	-11	3	-1
CN(C)c1ccc(CC(=O)c2nc3ccccc3s2)cc1	-24	1	14	6	111	0.0	8	4	-4	-8
CSCCC(NC(=O)c1ccco1)C(=O)NCC(C)(C)N1CCOCC1 (configuration not stated)	-3	2	8	5	103	2.3	-6	11	-1	-2
COc1ccc(/C=N/n2c(SC)nnc(C(C)(C)C)c2=O)c(OC)c1	4	-4	-7	-4	93	0.2	-11	-6	-3	0
c1ccc(-c2ncnc3ccccc23)cc1	3	-2	-1	-7	92	-1.1	-11	0	-1	-2
COc1cc(-c2cc(NC=O)c3ncc(-c4cccc(C(=O)N(C)C)c4)n3c2)cc(OC)c1OC	-21	10	26	1	92	3.9	/	-23	3	4
COc1ccc(C(=O)Oc2cc(OC)cc(OC)c2C(C)=O)cc1	14	-9	-1	-5	101	-0.4	-8	-3	-1	-1
CC(=O)c1ccc(Cl)c(Cl)c1Cl	20	4	-2	4	103	-1.7	-11	2	1	2

Arranged by length of the SMILES (largest number first): 11 of the compounds above.
SMILES	SRC2 inh	ABHD5-PLIN5 inh	Cardio protect	NOD2 RIPK2 PPI	ABCB6 inh MLPCN	MC4R barr agon	TLR9-MyD88 block	MC4R antagonist	m5-HT2A agonist	Glyco luc inh
COc1ccc(/C=C(/NC(=O)c2ccccc2)C(=O)N/N=C/c2cccs2)cc1OC	0	3	7	-1	96	-0.3	10	-11	3	-1
O=C(NCc1ccncc1)/C(=C\c1ccc(F)cc1)NC(=O)c1ccccc1	21	-3	5	-8	107	0.7	-5	3	0	1
CCOC(=O)/C=C/C(=O)OCC(=O)NC(c1ccccc1)c1ccccc1	-17	3	-16	5	106	-2.7	-3	17	1	-2
CSCCC(NC(=O)c1ccco1)C(=O)NCC(C)(C)N1CCOCC1 (configuration not stated)	-3	2	8	5	103	2.3	-6	11	-1	-2
O=C(Nc1scc(-c2ccccc2)c1C(=O)O)c1ccc(F)cc1	-39	-11	-6	-9	104	-1.4	5	10	-2	-1
COc1ccc(C(=O)Oc2cc(OC)cc(OC)c2C(C)=O)cc1	14	-9	-1	-5	101	-0.4	-8	-3	-1	-1
c1ccc(-c2nc(N3CCCCC3)nc3ccccc23)cc1	13	-11	-16	2	93	-1.2	5	-3	-7	0
CN(C)c1ccc(CC(=O)c2nc3ccccc3s2)cc1	-24	1	14	6	111	0.0	8	4	-4	-8
O=C(COC(=O)COc1ccccc1F)NCc1ccco1	3	1	0	-12	100	-1.6	5	-2	4	0
c1ccc(-c2ncnc3ccccc23)cc1	3	-2	-1	-7	92	-1.1	-11	0	-1	-2
CC(=O)c1ccc(Cl)c(Cl)c1Cl	20	4	-2	4	103	-1.7	-11	2	1	2

(continued)
SMILES	SRC2 inh	ABHD5-PLIN5 inh	Cardio protect	NOD2 RIPK2 PPI	ABCB6 inh MLPCN	MC4R barr agon	TLR9-MyD88 block	MC4R antagonist	m5-HT2A agonist	Glyco luc inh
Cc1ccc2cc(CCNC(=O)C(=O)c3c(C)[nH]c4ccccc34)c(=O)[nH]c2c1	11	4	4	5	99	-0.9	12	-5	1	-3
O=C(Nc1cccc(S(=O)(=O)N2CCCCC2)c1)c1ccc([N+](=O)[O-])o1	11	0	-23	4	108	-2.3	11	11	1	18
COc1ccc(-n2c(O)c(C=NC3CC3)c(=O)[nH]c2=O)cc1	-18	1	11	7	114	-0.6	6	-2	-1	-1
O=C(NCC(=O)N1CC=C(c2ccccc2)CC1)c1ccco1	-21	10	5	-3	95	-0.9	1	0	3	3
CCOC(=O)N/N=C/c1cn(CCCOc2ccc(C)cc2)c2ccccc12	-6	-6	-2	-8	93	7.6	-4	-3	0	-5
CC(=O)N1CCN(C(=O)c2ccc(-n3c(C)ccc3C)cc2)CC1	15	9	4	-8	96	-2.8	-12	-1	-3	14
Cc1c(C(=O)NCc2ccccn2)oc2ccc(S(=O)(=O)N3CCC4(CC3)OCCO4)cc12	-8	1	15	-6	96	-0.9	7	2	6	-2
COc1cc(C2C(C(N)=O)=C(C)Nc3nc(CCCO)nn32)cc(OC)c1OC (configuration not stated)	-17	5	-7	-1	102	0.2	-3	1	7	2
COc1cc(/C=C/c2[nH]c(=O)[nH]c(=O)c2[N+](=O)[O-])cc(OC)c1O	-9	20	1	-6	95	-1.6	-7	-26	-4	2
O=P(O)(O)COc1ccccc1P(=O)(c1ccccc1)c1ccccc1	-19	-1	-1	-12	88	-1.3	-3	0	1	0
CCCN1C(=O)C2C(C(=O)Nc3cccc(OC)c3)C3C=CC2(O3)C1C(=O)NC1CCCCC1 (configuration not stated)	37	2	-3	0	88	-0.9	-4	8	1	-1
CCOc1ccc(NC(=O)COc2coc(CN3CCc4ccccc4C3)cc2=O)cc1	0	9	-8	-5	96	1.8	-1	-3	-3	-2
N#Cc1c(-c2ccncc2)c2c([nH]c1=S)CCCC2	-6	-13	16	4	101	-1.1	18	9	1	1
COc1ccc(NC(=O)c2ccccc2-c2ccccc2)cc1	-18	-1	1	-5	105	-2.0	0	-1	1	-1
CC(C)/C=N/Nc1nc(-c2ccc(Br)cc2)cs1	-31	-7	-1	-8	100	2.0	9	19	0	3
Cc1c(OC(C)C(=O)NCC2CCC(C(=O)O)CC2)ccc2c1oc(=O)c1ccccc12 (configuration not stated)	7	-10	0	-6	104	-0.2	-13	14	-11	-2
Cc1ccc(-c2nnc(NC(=O)CCS(=O)(=O)c3ccccc3)o2)c(C)c1	5	7	20	-16	103	-0.7	4	13	9	0
C/C(=N\NC(=O)c1ccc(O)cc1)c1ccc2c(c1)Nc1ccccc1S2	-36	-2	-2	-1	123	-2.4	10	7	-5	-2
COc1ccc(NC(=O)N(C)C[C@H]2Oc3ccc(NC(=O)NC4CCCCC4)cc3C(=O)N([C@H](C)CO)C[C@@H]2C)cc1	-7	6	8	-6	94	-0.5	5	8	8	2
Cc1ccc2c(c1)NC(=O)C(CC(=O)NCc1cccnc1)O2 (configuration not stated)	-14	-6	-4	-11	101	-1.4	10	6	3	2
Cc1ccc(S(=O)(=O)c2nc(-c3ccco3)oc2NCC2CCCO2)cc1 (configuration not stated)	-8	0	16	4	95	-1.3	-7	-3	-2	3
Cc1nnc(SCC(=O)Nc2ncc3c(n2)CCCC3=O)s1	1	2	1	-3	97	0.3	-10	17	0	0
O=S1(=O)N[C@H](Cc2ccccc2)COc2cccc(N3CCN(Cc4ccccc4F)CC3)c21	6	3	/	-12	96	/	/	/	-6	/
COc1ccc(/C=C(\C#N)C(=O)OCC(=O)NCc2ccccc2OC)cc1	14	9	-10	-2	96	-1.6	-6	-4	5	2
CC(/C=C/c1ccccc1F)=N\NC(=O)C(C)C	-21	1	0	-2	95	0.7	-3	-2	-3	2
CC(=O)NC1C(OCc2ccccc2)OC(CO)C(OC(C)=O)C1OC(C)=O (configuration not stated)	-25	2	5	-9	97	-0.7	-5	12	1	2
CCOC(=O)c1cc(CC)sc1/N=C/C1C(=O)CC(C)(C)CC1=O	-7	-3	4	0	108	2.1	-6	11	-2	2
COC(=O)c1nc(NC(=O)c2ccccc2)n[nH]1	-59	11	9	-9	100	1.5	2	4	-3	4
CCCCn1c(N)c(N(CCC(C)C)C(=O)c2sc3nc4n(c(=O)c3c2C)CCC4)c(=O)[nH]c1=O	-28	2	0	1	101	2.1	-7	14	4	2
Fc1ccc(F)c(C2=NNC(=Nc3ccccc3F)SC2)c1	-56	-23	-1	-12	91	1.3	-8	-3	1	-7
